# TGFb inhibitor: TGF-b pathway inhibition. AID 588855. Potency, µM (titrated, usually from 46.1 µM), for the others: at the highest dose activity, negative = inhibition, usual class: inhibitors. hit rate 1.2% among 410,000. HepG2 CAGA-GFP TGF-b/SMAD3 reporter, GFP fluorescence, 18 h; TGF-beta stimulated, 500 pg/mL final; note: potency is the fitted concentration of half-maximal effect; % is set by controls: 0 for no effect and ±100 for the full control effect; nearly all actives have a fitted effect of over 65% in size
#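 First, reporter cells (HEPG2 CAGA-GFP) rested 2 h at 37 degrees C. Next, compounds were pinned in and TGF-beta added to 500 pg/mL final. After 18 h, GFP was imaged per cell and summed per well.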
# Nrf2 activator: activates Nrf2 signaling. AREc32 ARE-luciferase reporter (MCF7-derived line), luminescence, 24 h. Potency, µM (doses to about 46.1 µM), inactives show top-dose activation, actives largely listed as activators. hit rate 0.31% among 410,000. AID 624171; note: potency is the fitted concentration of half-maximal effect; % of control where 0% means no effect; nearly all actives have a fitted effect of over 65% in size
#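 Quantitative high-throughput format: AREc32 reporter cells, 1000 per well, received compound by pin transfer and were incubated 24 hr at 37 deg C, 5% CO2, before Steady-Glo luminescence detection.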
# EPAC2 ag: EPAC2 (human) agonism; Q8WZA2; hit rate 0.079% among 360,000; EPAC2 activation, biochemical qHTS; response scale: 100% = 6.5 mM cAMP response; Potency, µM (top dose mostly 154 µM), inactives show at the top dose activation, actives largely listed as activators; note: potency is the fitted concentration of half-maximal effect; nearly all actives have a fitted effect of over 50% in size
# Target sequence (Q8WZA2 whole entry, looked up): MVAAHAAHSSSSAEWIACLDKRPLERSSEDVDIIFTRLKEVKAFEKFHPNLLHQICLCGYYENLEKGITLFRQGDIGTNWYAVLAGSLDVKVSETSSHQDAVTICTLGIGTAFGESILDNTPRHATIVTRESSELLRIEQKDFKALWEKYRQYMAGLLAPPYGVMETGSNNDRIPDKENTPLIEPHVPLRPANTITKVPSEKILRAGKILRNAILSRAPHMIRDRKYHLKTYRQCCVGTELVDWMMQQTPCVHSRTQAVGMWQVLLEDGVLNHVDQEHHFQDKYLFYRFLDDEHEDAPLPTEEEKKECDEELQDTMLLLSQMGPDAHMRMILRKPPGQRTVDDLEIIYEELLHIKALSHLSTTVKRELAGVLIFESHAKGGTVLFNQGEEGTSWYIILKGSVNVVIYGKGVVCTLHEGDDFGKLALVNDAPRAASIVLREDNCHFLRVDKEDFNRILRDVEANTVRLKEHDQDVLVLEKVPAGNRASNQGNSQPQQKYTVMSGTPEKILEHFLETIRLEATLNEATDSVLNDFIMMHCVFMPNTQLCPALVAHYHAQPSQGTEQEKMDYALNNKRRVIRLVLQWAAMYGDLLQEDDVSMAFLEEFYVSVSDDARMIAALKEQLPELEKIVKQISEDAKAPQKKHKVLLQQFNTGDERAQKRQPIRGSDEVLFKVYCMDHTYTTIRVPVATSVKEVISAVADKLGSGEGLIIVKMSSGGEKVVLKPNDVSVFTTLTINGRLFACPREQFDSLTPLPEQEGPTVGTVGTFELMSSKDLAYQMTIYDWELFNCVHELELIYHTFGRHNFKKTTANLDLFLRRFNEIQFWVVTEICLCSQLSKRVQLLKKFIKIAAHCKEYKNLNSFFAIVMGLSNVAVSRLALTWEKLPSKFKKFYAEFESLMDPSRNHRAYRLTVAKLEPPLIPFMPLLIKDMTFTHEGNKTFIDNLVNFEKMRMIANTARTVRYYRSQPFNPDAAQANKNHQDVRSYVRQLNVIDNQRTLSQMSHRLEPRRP
#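 Each well held 100 nM EPAC2, 250 nM RAP1B-BODIPY-GDP and 50 uM GDP. Fluorescence, read at 5-min intervals to 30 min, was referenced to a 6.5 mM cAMP positive control.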
# IL2 activator: activators of IL-2. hit rate 0.065% among 360,000. activation, % (series mostly up to about 46 µM). IL-2 activation reporter assay, cell-based qHTS; stimulated with anti-CD3/CD4/CD28 beads; in transgenic mouse T cells. AID 652025; in the data active = activation above about 50%; inconclusive = mostly about 30% to 49%; note: 0% is about no effect
#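 Quantitative HTS in unstimulated transgenic mouse T cells, with memory T cells as non-tolerant control and PMA/ionomycin as tolerance-bypass control. Compound pretreatment lasted 60 minutes before 18 h bead stimulation; EGFP/DsRed fluorescence read.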
# A549 viability: kills or reduces viability of A549 cells in Nrf2 counter-screen; Potency, µM (doses to about 46 µM), without a hit: at the top dose activity change, negative = cytotoxicity, hits mostly inhibitors; hit rate 0.16% among 390,000; AID 504648; A549 ARE-Fluc cells, CellTiter-Fluor viability, 18-24 h; note: potency is the fitted concentration of half-maximal effect; % is set by controls: 0 for no effect and ±100 for the full control effect
#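 A549 ARE-Fluc cells in 5% FBS OPTI-MEM, 5000 cells/well, rested 2 h then exposed to compounds in concentration-response for 18-24 h at 37 °C. Viability by CellTiter-Fluor fluorescence (Ex 405/Em 525) after 30 min; luciferase luminescence (BugLite, 15 min, RT) read afterwards.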
# S2 tox: viability counter-screen for ATXN expression inhibitors. S2 cells (HEK-293 line with an ATXN2-luciferase reporter) viability, CellTiter-Fluor protease fluorescence, 24 h. hit rate 0.49% among 400,000. Potency, µM (doses to about 56.7 µM), hits mostly cytotoxic. AID 651635; note: potency is the fitted concentration of half-maximal effect; nearly all actives have a fitted effect of over 40% in size
# ATXN2 expr inh: inhibitors of ATXN2 expression | HEK-293 ATXN2-luciferase reporter, luminescence, 24 h | hit rate 0.72% among 360,000 | Potency, µM (titrated, usually from 57 µM), for the others: at the top dose activity change, negative = inhibition, most hits filed as inhibitors; note: potency is the fitted concentration of half-maximal effect; % is set by controls: 0 for no effect and ±100 for the full control effect; nearly all actives have a fitted effect of over 55% in size
#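 ATXN2-luciferase reporter cells (luciferase flanked by upstream and downstream ATXN2 gene portions) were treated 24 h at 37 °C with compounds at up to 57 uM. SteadyGlo luminescence gave expression; GF-AFC fluorescence gave viability.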
# Nrf2 inh: Nrf2 pathway inhibition. A549 ARE-Fluc reporter, luciferase luminescence, 18-24 h. Potency, µM (highest dose often 46 µM), for inactives: at the highest dose activity change, negative = inhibition, usual class: inhibitors. hit rate 2.1% among 360,000. AID 504444; note: potency is the fitted concentration of half-maximal effect; % is set by controls: 0 for no effect and ±100 for the full control effect; nearly all actives have a fitted effect of over 60% in size
#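 Cells were seeded and rested 2 h, then exposed to compounds for 18-24 h. CellTiter-Fluor was read first as a viability measure. BugLite was added 15 min before the final luminescent read of ARE-luciferase activity in A549 cells.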
# HepG2 viability: HepG2 cytotoxicity, counter-screen for TGF-b inhibitors. AID 588856. Potency, µM (titrated, usually from 46.1 µM), inactives show at the highest dose activity change, negative = cytotoxicity, usual class: cytotoxic. HepG2 CAGA-GFP viability, ATP luminescence, 18 h. hit rate 0.76% among 410,000; note: potency is the fitted concentration of half-maximal effect; some results filed as inactive show a strong effect at the top dose
#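 HepG2 CAGA-GFP cells (1000/well, DMEM with 1% FBS) received compound, then TGF-beta at 500 pg/mL final, and were incubated 18 hours at 37 degrees C. Viability was read by CellTiter-Glo luminescence. Media-only wells were set as complete cell-killing and DMSO as no toxicity.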
# * hit, by the source's call; i = inactive; ? = inconclusive; / = not tested or not shown; [ ] = another dose, or the depositor's remark. Unless noted, calls come from the whole dose curve; as a rule, active = well fitted curve in the direction sought with a large enough effect; inconclusive = small, poorly fitted or top-dose-only effect, or another doubt; inactive = no such curve, though single readings can be large; an effect the other way counts as inactive or inconclusive.
SMILES,TGFb inhibitor,Nrf2 activator,EPAC2 ag,IL2 activator,A549 viability,S2 tox,ATXN2 expr inh,Nrf2 inh,HepG2 viability
Cc1ccc(Oc2ncccc2NC(=O)CC2(CC(=O)O)CCCC2)c2c1CCC2,-3%,-0.1%,1%,-0.7,0%,i,-11%,-3%,16%
O=C(Nc1nn(Cc2ccc(Cl)cc2)cc1Br)c1ccc(COc2ccccc2Cl)o1,?,-0.8%,-6%,-0.8,-15%,i,-22%,/,-4%
COc1ccc(NC(=O)C2C3C=CC(C3)C2C(=O)NCc2ccco2)c(OC)c1 (configuration not stated),-3%,-0.1%,-1%,0.3,0%,i,-5%,/,8%
CSc1ccc(C(O)c2ncc(-c3ccc(F)cc3)[nH]2)cc1 (configuration not stated),-5%,4.1%,7%,1.1,/,i,9%,/,-20%
CC(=O)NCCC(=O)Nc1cc(S(=O)(=O)N2CCCCC2)ccc1N1CCN(C)CC1,21%,0.0%,-5%,-0.5,1%,i,2%,7%,0%
CCOc1ccccc1N1CCN(C(=O)c2ccccc2OCc2c(C)noc2C)CC1,12%,0.1%,3%,3.4,3%,i,/,-12%,-14%
COc1cccc2cc(-c3nnc(SCC(=O)Nc4ccc(NC(C)=O)cc4)n3C)oc12,51%[activator],0.5%,1%,0.3,-22%,i,90%[activator],-20%,0%
Cc1ccccc1-c1nc(NC(=O)CSc2ncnc3sc4c(c23)CCCC4)ns1,1%,3.1%,/,/,-2%,/,/,7%,10%
COc1ccccc1NC(=O)C1=C(C)Nc2ncnn2C1c1ccc[nH]1 (configuration not stated),6%,6.1%,/,/,-4%,i,14%,/,3%
CCCCC[C@H](C)N1C[C@H](COCc2ccccc2)Oc2cc(N3CCC[C@@H]3COC)ccc2S1(=O)=O,/,-0.4%,12%,-0.9,/,i,21%,/,/
COc1cc(OC)cc(-n2c(=O)c3sccc3n(Cc3cc(=O)n4c(C)cccc4n3)c2=O)c1,-1%,-0.7%,/,/,-11%,i,-11%,-19%,4%
CCOc1cc(C(=O)Nc2cccc3ncccc23)cc(OCC)c1OCC,15%,-0.5%,0%,-1.4,-1%,i,-2%,?,10%
CCOC(=O)CSc1nc2cc(C(=O)NCC3CCCO3)ccc2c(=O)n1Cc1ccco1 (configuration not stated),-16%,0.1%,-6%,-1.4,13%,i,7%,-10%,-17%
CCC(=O)N(Cc1cc(=O)[nH]c2ccccc12)c1ccc(C)cc1C,0%,1.1%,2%,0.4,-6%,i,7%,-15%,-1%
CC(=O)Nc1c(C(=O)N2CCOCC2)cnn1-c1ccc(C)c(C)c1,-2%,0.0%,-4%,0.5,-10%,i,2%,-5%,1%
Cc1ccc(C(=O)CC2SC(N)=NC2=O)cc1 (configuration not stated),21%,0.2%,2%,-0.5,-5%,i,0%,6%,-1%
COc1cc(NC(=O)CN(C)S(=O)(=O)c2ccc3c(c2)CC(C)N3C(C)=O)cc(OC)c1 (configuration not stated),10%,-0.7%,5%,0.4,2%,i,/,?,-40%
Cc1cccc(OC(=O)c2sc(Cl)nc2C)c1,0%,5.1%,1%,-1.2,-2%,?,-6%,13%,-14%
Cc1cc(C)c2c(c1)c1nnc(SCCN3CCOCC3)nc1n2C,-14%,4.0%,-3%,0.4,1%,i,/,8%,-18%
COc1ccc2nc(Nc3nc4ccc(NC(C)=O)cc4s3)sc2c1,-5%,2.3%,-6%,-3.2,-6%,?,?,1%,0%
CCC(=O)N1CCN(c2ccc(NC(=O)c3cc4ccccc4o3)cc2Cl)CC1,?,-2.8%,10%,-0.9,?,?,?,?,-34%
O=C1CCCN1CCC(=O)N1CCCC(N2CCN(c3ccccc3F)CC2)C1 (configuration not stated),10%,0.4%,-4%,0.1,0%,i,2%,3%,4%
CN(C(=O)c1ccccc1Br)C1CCS(=O)(=O)C1 (configuration not stated),0%,-0.7%,6%,1.1,-13%,i,-11%,-14%,5%
COc1ccc(NC(=O)c2cc3c(=O)n(C)c4ccccc4c3s2)cc1OC,-3%,-0.7%,-4%,-1.1,0%,/,-26%[11.3 µM],-4%,4%
CCCCc1nc(Cl)c(C#N)c2c1CCCC2,-10%,-0.4%,3%,-0.5,?,i,/,10%,1%

# Ordered by length of the SMILES (lowest first): some entries from above.
SMILES,TGFb inhibitor,Nrf2 activator,EPAC2 ag,IL2 activator,A549 viability,S2 tox,ATXN2 expr inh,Nrf2 inh,HepG2 viability
CN(C(=O)c1ccccc1Br)C1CCS(=O)(=O)C1 (configuration not stated),0%,-0.7%,6%,1.1,-13%,i,-11%,-14%,5%
O=C(Nc1nn(Cc2ccc(Cl)cc2)cc1Br)c1ccc(COc2ccccc2Cl)o1,?,-0.8%,-6%,-0.8,-15%,i,-22%,/,-4%
CCOC(=O)CSc1nc2cc(C(=O)NCC3CCCO3)ccc2c(=O)n1Cc1ccco1 (configuration not stated),-16%,0.1%,-6%,-1.4,13%,i,7%,-10%,-17%

# (listing goes on)
SMILES,TGFb inhibitor,Nrf2 activator,EPAC2 ag,IL2 activator,A549 viability,S2 tox,ATXN2 expr inh,Nrf2 inh,HepG2 viability
NC(=O)c1cc(NC(=O)CCCc2nc3ccccc3s2)cc(C(N)=O)c1,-17%,-0.5%,8%,0.0,2%,i,12%,2%,-30%
CC(NC(=O)COC(=O)c1c[nH]c2ccccc12)c1ccccc1 (configuration not stated),18%,1.9%,9%,-0.6,-17%,i,-8%,21µM*,-11%
COC(=O)c1ccccc1OCCOc1ccccc1C(=O)OC,-2%,0.1%,-1%,-3.4,-8%,i,0%,4%,-10%
CCCCN1CCC(=O)C(C(=O)OCC)=C1C(=O)OCC,3%,-0.9%,2%,0.4,7%,i,-10%,0%,1%
C=CCNC(=S)NNC(=O)CCC(O)COCCC(C)C (configuration not stated),0%,-0.2%,13%,1.6,10%,i,9%,-6%,-92%
COc1ccccc1Cn1c(=S)[nH]c2cc(C(=O)NCC(OC)OC)ccc2c1=O,-3%,0.1%,0%,8.7,-7%,i,-4%,?,1%
CSc1ccc(Cc2ccc(Cl)cc2Cl)nn1,?,2.7%,-1%,-4.1,-6%,i,29%,6%,6%
C=CCOc1c(CNc2ccc(S(N)(=O)=O)cc2)cccc1OC,0%,-0.8%,4%,0.2,-2%,i,8%,-24%,1%
COc1ccc(CNC(=O)CN(C(=O)c2csnn2)c2cccc(F)c2)cc1,-1%,0.1%,-2%,-0.8,-6%,i,-10%,3%,-8%
O=C(NCc1ccccc1)c1ncn[nH]1,-18%,-0.1%,-3%,0.6,2%,i,6%,11%,-6%
O=C(NCC(c1cccnc1)N1CCN(c2ccc(F)cc2)CC1)c1ccc(F)cc1 (configuration not stated),3%,0.3%,-7%,-0.6,-8%,i,3%,?,-4%
COC(=O)c1cc(-c2c(C)oc3cc(O)ccc3c2=O)c(C)o1,-4%,0.0%,8%,-1.5,-11%[1.84 µM],i,2%,-14%,1%
CC1CC(=O)Nc2ccccc2N1S(=O)(=O)c1cccc(F)c1 (configuration not stated),-5%,-0.4%,-3%,-0.4,0%,i,-18%,-14%,19%
O=C(c1ccco1)N1CCN(c2ccc([N+](=O)[O-])cn2)CC1,1%,0.7%,4%,1.0,-6%,i,3%,9%,14%
Cc1ccc(C(=O)N/C(=C/c2cccs2)C(=O)N2CCCCCC2)cc1,-15%,-0.4%,7%,-0.1,-10%,i,-5%,-44%,-58%
O=C(CN1CCOCC1)Nc1c2c(nc3c1CCC3)CCC2,-11%,-0.3%,2%,0.3,-2%,i,-4%,-5%,0%
COc1cccc(CNC(=O)c2nn(-c3ccccc3Cl)nc2CO)c1,-1%,0.4%,/,/,10%,/,/,-14%,-16%
COC(=O)c1c(NC(=O)c2ccc(OC)cc2OC)sc2c1CCCCC2,-14%,4.9%,/,/,3%,i,10%,11%,10%
COC(=O)c1ccccc1NC(=O)c1ccc2c(Cl)c3c(nc2c1)CCCC3,0%,-0.4%,/,/,-6%,i,0%,21%,0%
CCn1c(SCC(=O)Nc2cc(NC(C)=O)ccc2OC)nnc1-c1ccccn1,-11%,0.0%,-2%,2.3,-3%,i,3%,7%,1%
O=C(COc1ccccc1)Nc1ccc(S(=O)(=O)NCc2ccco2)cc1,-12%,3.0%,17%,0.1,1%,i,-10%,1%,2%
O=C(CSc1nc2ccccc2n1-c1ccccc1)Nc1ncc(Cl)cc1Cl,29%,0.8%,0%,-0.4,-19%,?,9%,?,-30%
Cc1cc(C)c2cc(CN(CCO)C(=O)Nc3ccc(Cl)cc3)c(=O)[nH]c2c1,-11%,9.5%,0%[15.6 µM],0.6,-8%,?,-10%,?,13%
Cc1ccc(Cn2ncc3c(N4CCN(C)CC4)ncnc32)cc1,8%,0.3%,3%,-2.5,-3%,i,3%,13%,2%
CCN(CC)S(=O)(=O)c1ccc2c(c1)nc(CN(C)C(=O)Nc1cccc(Cl)c1)n2C,?,3.4%,/,/,-3%,i,-8%,/,-47%
SMILES,TGFb inhibitor,Nrf2 activator,EPAC2 ag,IL2 activator,A549 viability,S2 tox,ATXN2 expr inh,Nrf2 inh,HepG2 viability
OC(c1ccc(Cl)cc1)c1nccc2ccccc12 (configuration not stated),19%,7.2%,14%,0.6,8%,i,/,-4%,3%
CC(=O)c1c(C)oc2ccc(N(C(=O)Oc3ccccc3)S(=O)(=O)c3ccccc3)cc12,-14%,4.8%,/,/,-1%,/,/,-12%,-30%
CC(C)c1nnc(NC(=O)CSc2nc3ccccc3[nH]2)s1,-8%,3.5%,4%,-0.6,0%,i,5%,-3%,-14%
Cc1onc(-c2ccccc2Cl)c1C(=O)N1CCN(S(=O)(=O)c2ccc(F)c(F)c2)CC1,-1%,4.0%,-5%,0.3,5%,i,-17%,2%,-16%
Cc1cc(C)n(CCNC(=O)CC2C(=O)NCCN2CC2CCCCC2)n1 (configuration not stated),12%,-0.1%,0%,6.7,-8%,i,/,4%,10%
CCOC(=O)CSc1nnc(CNC(=O)c2cc(OC)c(OC)c(OC)c2)n1C,4%,0.5%,-1%,0.5,-1%,i,5%,15%,1%

# Compound activity (PubChem)
